mut p53 react = re-activators of the mutant p53 pathway; SW480 PUMA-promoter luciferase, p53 mutant reactivation; activation, % at 9.98 µM; actives 1.5% (n = 28,000); AID 624151; in the data active = activation above about 52%
STK33 kin inh = human STK33 kinase inhibition. Q9BYT3. ADP-Glo luminescence, MBP substrate. inhibition, % at 12.5 µM. actives 0.44% (n = 27,000). AID 2322; in the data active = inhibition above about 20%
Target sequence (Q9BYT3 whole entry, looked up): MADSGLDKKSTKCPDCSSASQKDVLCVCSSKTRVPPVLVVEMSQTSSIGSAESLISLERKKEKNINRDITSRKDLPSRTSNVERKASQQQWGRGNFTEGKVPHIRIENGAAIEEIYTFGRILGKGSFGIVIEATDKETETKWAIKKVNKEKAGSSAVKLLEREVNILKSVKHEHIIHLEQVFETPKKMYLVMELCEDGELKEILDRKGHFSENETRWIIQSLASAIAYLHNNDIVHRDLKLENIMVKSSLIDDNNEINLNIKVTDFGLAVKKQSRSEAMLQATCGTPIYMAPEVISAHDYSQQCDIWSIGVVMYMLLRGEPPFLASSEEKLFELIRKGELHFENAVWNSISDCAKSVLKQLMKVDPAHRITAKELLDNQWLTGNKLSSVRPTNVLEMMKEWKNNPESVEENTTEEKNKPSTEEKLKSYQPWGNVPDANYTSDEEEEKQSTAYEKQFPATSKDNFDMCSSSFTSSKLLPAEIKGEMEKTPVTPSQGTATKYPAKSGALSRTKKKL
An asterisk follows results filed as active; nt = no result given. An excerpt; the hit share may differ from the screen's.

Order of values – mut p53 react | STK33 kin inh
COc1c(C(O)CC(C)C)ccc2c1C(=O)OCc1cc(C)cc(O)c1O2 (stereo not drawn)
    -9 | -1
Cc1ccc(NC(=O)CCN2C(=O)c3ccccc3S2(=O)=O)cc1Cl
    10 | -7
O=C(NC1CCS(=O)(=O)C1)c1ccc(S(=O)(=O)NCC2CCCO2)cc1 (stereo not drawn)
    -6 | 1
COc1ccc(CN(C)C[C@H]2Oc3ccc(NC(=O)Cc4cn(C)c5ccccc45)cc3CC(=O)N([C@@H](C)CO)C[C@@H]2C)cc1
    -6 | nt
O=C(CSc1nnc2ccccn12)Nc1c(Cl)cc(Cl)cc1Cl
    0 | -10
CC(C)CC1(C)N=C(c2ccccc2)C(=S)N1 (stereo not drawn)
    -5 | nt
Cc1noc(C)c1NC(=O)N(C)C[C@@H]1Oc2ccc(NC(=O)Nc3ccc(C(F)(F)F)cc3)cc2C(=O)N([C@H](C)CO)C[C@@H]1C
    nt | 0
COc1ccc(S(=O)(=O)N(C)C[C@H]2Oc3c(NC(=O)c4cc(C)nn4C)cccc3C(=O)N([C@H](C)CO)C[C@H]2C)cc1
    7 | nt
C[C@@H]1CN([C@H](C)CO)C(=O)Cc2cc(NC(=O)CCN3CCOCC3)ccc2O[C@H]1CN(C)Cc1ccc(-c2ccccc2)cc1
    -1 | 1
Cc1cc(C)n2nc(SCC(=O)c3ccc4c5c(cccc35)CC4)nc2n1
    11 | 0
O=C(Cn1nnc2sc3c(c2c1=O)CCCC3)NCc1ccco1
    4 | -2
Cc1noc(C)c1S(=O)(=O)N(C)C[C@H]1OCCCC[C@@H](C)Oc2ccc(NC(=O)NC(C)C)cc2C(=O)N([C@@H](C)CO)C[C@@H]1C
    -4 | nt
C[C@@H]1CN([C@H](C)CO)C(=O)Cc2cc(NC(=O)c3ccncc3)ccc2O[C@H]1CN(C)S(C)(=O)=O
    nt | 0
Cc1ccc(S(=O)(=O)N(C)C[C@@H]2Oc3ccc(NC(=O)Nc4ccc(F)cc4)cc3C(=O)N([C@@H](C)CO)C[C@H]2C)cc1
    nt | 1
C[C@@H]1CN([C@H](C)CO)C(=O)c2cc(NC(=O)C3CCCCC3)ccc2O[C@H]1CN(C)C(=O)Nc1cccc2ccccc12
    nt | -1
O=c1nc(NCc2ccco2)sc2ncccc12
    31 | 6
Nc1nnc(SCC(=O)Nc2ccccc2N2CCOCC2)s1
    3 | 1
CC(C)(C)Sc1nc2ccccc2[nH]c1=S
    -9 | nt
CCN(C(=O)CSc1nc2sc(C)c(C)c2c(=O)n1-c1ccccc1)c1ccccc1
    -26 | 4
C[C@H](CO)N1C[C@H](C)[C@H](CN(C)Cc2cccc(C(=O)O)c2)Oc2ncc(C#C[C@@H](C)O)cc2C1=O
    15 | nt

Overlap with the part before: four entries, then new ones.
Order of values – mut p53 react | STK33 kin inh
Nc1nnc(SCC(=O)Nc2ccccc2N2CCOCC2)s1
    3 | 1
CC(C)(C)Sc1nc2ccccc2[nH]c1=S
    -9 | nt
CCN(C(=O)CSc1nc2sc(C)c(C)c2c(=O)n1-c1ccccc1)c1ccccc1
    -26 | 4
C[C@H](CO)N1C[C@H](C)[C@H](CN(C)Cc2cccc(C(=O)O)c2)Oc2ncc(C#C[C@@H](C)O)cc2C1=O
    15 | nt
COc1cccc(-c2nnc(SCC(N)=O)n2-c2ccc(Cl)cc2)c1
    -12 | -8
O=C(CSc1nnc2sc3ccccc3n12)Nc1c(Cl)cccc1Cl
    29 | -4
CC(C)NC(=O)Nc1ccc2c(c1)C(=O)N([C@@H](C)CO)C[C@H](C)[C@H](CN(C)Cc1ccncc1)OCCCC[C@H](C)O2
    -8 | nt
C[C@@H]1CN([C@@H](C)CO)C(=O)c2cc(N(C)C)ccc2O[C@@H]1CN(C)S(=O)(=O)c1cccs1
    1 | nt
COc1ccc(CN(C)C[C@@H]2OCc3cn(nn3)CCCC(=O)N([C@@H](C)CO)C[C@H]2C)cc1
    nt | 4
Cc1cccc(NC(c2ccc(C)s2)c2ccc3ccc(C)nc3c2O)n1 (stereo not drawn)
    2 | 1
O=C(CN1C(=O)C2C3C=CC(C4CC34)C2C1=O)Oc1ccccc1C(=O)Oc1ccccc1 (stereo not drawn)
    0 | 0
CC(C)NC(=O)N(C)C[C@@H]1Oc2ccc(NC(=O)Nc3ccc(C(F)(F)F)cc3)cc2CC(=O)N([C@@H](C)CO)C[C@@H]1C
    nt | -2
O=C(Nc1cccc(C(F)(F)F)c1)c1ccc(NCc2ccco2)c([N+](=O)[O-])c1
    6 | 5
C[C@@H]1CCCCO[C@@H](CN(C)C(=O)CCC(F)(F)F)[C@@H](C)CN([C@@H](C)CO)C(=O)c2cc(N(C)C)ccc2O1
    2 | nt
CNC[C@@H]1Oc2c(N)cccc2C(=O)N([C@@H](C)CO)C[C@@H]1C
    2 | nt
COc1ccc(S(=O)(=O)Nc2cccc3c2O[C@@H](CN(C)S(=O)(=O)c2cccs2)[C@H](C)CN([C@@H](C)CO)C3=O)cc1
    -14 | nt
C[C@@H]1CCCCO[C@@H](CN(C)C(=O)c2ccccc2)[C@@H](C)CN([C@H](C)CO)C(=O)c2cc(NS(C)(=O)=O)ccc2O1
    5 | 0
CC(C)NC(=O)Nc1ccc2c(c1)C(=O)N([C@@H](C)CO)C[C@H](C)[C@@H](CN(C)Cc1ccc(Cl)c(Cl)c1)O2
    nt | 1
CNC[C@H]1OCCCC[C@@H](C)Oc2ccc(NC(=O)NC(C)C)cc2C(=O)N([C@@H](C)CO)C[C@@H]1C
    -1 | nt
C[C@H](CO)N1C[C@H](C)[C@H](CN(C)C(=O)NC2CCCCC2)Oc2ccc(NC(=O)Cc3ccccc3)cc2CC1=O
    11 | 0
Cc1noc(C)c1S(=O)(=O)N(C)C[C@@H]1Oc2c(NC(=O)c3ccc(-c4nccs4)cc3)cccc2C(=O)N([C@@H](C)CO)C[C@@H]1C
    14 | nt
Cc1cccc(N(CC(=O)NC(C)(C)C)S(=O)(=O)c2ccc(Cl)cc2)c1
    -14 | 1
COc1ccc(NC(=O)CCC(=O)O)cc1
    -17 | -6
CSc1nn(C)c2cnn(C)c(=O)c12
    -21 | nt
Cc1ccc(S(=O)(=O)N2CCOCC2)cc1NC(=O)c1cccc(S(=O)(=O)N2CCCC2)c1
    1 | 2
C[C@@H]1CCCCO[C@@H](CN(C)C(=O)C2CCCCC2)[C@@H](C)CN([C@H](C)CO)C(=O)c2cc(NC(=O)C3CCCCC3)ccc2O1
    nt | -10
O=C(CSc1nnc(-c2ccc(Cl)cc2)o1)N1c2ccccc2Sc2ccccc21
    2 | 7
COc1ccccc1NC(=O)Cn1nc([N+](=O)[O-])c(Br)c1C
    1 | 6
C[C@H](CO)N1C[C@H](C)[C@@H](CN(C)Cc2ccncc2)Oc2ccc(NC(=O)Nc3cccc4ccccc34)cc2C1=O
    nt | -2
C[C@@H]1CCCCO[C@@H](CN(C)C(=O)c2ccncc2)[C@@H](C)CN([C@H](C)CO)C(=O)c2cc(NS(C)(=O)=O)ccc2O1
    11 | 0
Cc1ccc(S(=O)(=O)N(C)C[C@@H]2Oc3ccc(NS(=O)(=O)c4ccc(F)cc4)cc3C(=O)N([C@H](C)CO)C[C@H]2C)cc1
    nt | 0
COc1ccc(OCc2nc3ccccc3n2Cc2c(F)cccc2Cl)cc1
    -9 | 4
O=C(O)c1ccccc1Nc1cccc(C(F)(F)F)c1
    -8 | -2
C[C@@H]1CN([C@H](C)CO)C(=O)c2cc(NC(=O)c3ccncc3)ccc2O[C@@H](C)CCCCO[C@@H]1CN(C)Cc1ccc(C(=O)O)cc1
    8 | nt
C[C@@H]1CN([C@H](C)CO)C(=O)Cc2cc(NS(=O)(=O)c3ccccc3)ccc2O[C@H]1CN(C)Cc1ccncc1
    nt | -2
N=C1CCCN1CC(=O)c1ccc(Br)cc1
    nt | -4
COc1cccc(-c2cnc3c(c2)C(=O)N([C@H](C)CO)C[C@@H](C)[C@@H](CN(C)C(C)=O)O3)c1
    21 | nt
CC1CCc2sc3ncnc(NCCN4CCOCC4)c3c2C1 (stereo not drawn)
    -7 | 2
C[C@@H]1CN([C@@H](C)CO)C(=O)c2cccc(NC(=O)Nc3ccc(C(F)(F)F)cc3)c2O[C@@H]1CN(C)Cc1ccc(C(=O)O)cc1
    12 | nt
C[C@H]1CN([C@@H](C)CO)C(=O)Cc2cc(NC(=O)Cc3ccccc3)ccc2O[C@H]1CN(C)Cc1ccc(-c2ccccc2)cc1
    4 | 1
C[C@@H]1CN([C@@H](C)CO)C(=O)Cc2cc(NC(=O)Cn3cnnn3)ccc2O[C@@H]1CN(C)S(=O)(=O)c1cccs1
    nt | 2
C[C@@H]1CCCCO[C@H](CN(C)Cc2ccc(C(=O)O)cc2)[C@H](C)CN([C@H](C)CO)C(=O)c2cc(NS(=O)(=O)c3ccccc3)ccc2O1
    5 | nt
Cc1ccc(-c2nnc(SCC(=O)Nc3c(C)cc(C)cc3C)o2)cc1
    2 | 4
COc1ccc(NC(=O)N(C)C[C@@H]2Oc3ccc(NS(=O)(=O)c4cn(C)cn4)cc3C(=O)N([C@@H](C)CO)C[C@@H]2C)cc1
    nt | -1
C[C@H](CO)N1C[C@H](C)[C@H](CN(C)C(=O)C2CC2)OCc2ccccc2-c2ccccc2C1=O
    2 | nt
CC1(C)OC(=O)C=C[C@@]2(C)C1C[C@@H](O)[C@]1(C)C2CC[C@@]2(C)[C@H](c3ccoc3)OC(=O)C3OC321 (stereo partly drawn)
    nt | 0
O=C(CSc1n[nH]c(-c2ccncc2)n1)Nc1cccc2ccccc12
    -17 | 6
C[C@H]1CN([C@@H](C)CO)C(=O)c2cc(NC(=O)Cc3cn(C)c4ccccc34)ccc2O[C@@H]1CN(C)S(=O)(=O)c1cn(C)cn1
    nt | 0
COc1ccc(NC(=O)N(C)C[C@H]2OCc3cn(nn3)CCCC(=O)N([C@H](C)CO)C[C@H]2C)cc1
    nt | -3
C[C@@H]1CN([C@H](C)CO)C(=O)Cc2cc(NS(=O)(=O)c3cn(C)cn3)ccc2O[C@@H]1CN(C)Cc1ccc(-c2ccccc2)cc1
    nt | 3
CCOC(=O)c1c(NC(=O)c2ccc(C)c(S(=O)(=O)N3CCCCCC3)c2)sc2c1CCC2
    -9 | 0
C[C@@H]1CN([C@@H](C)CO)C(=O)c2cc(NC(=O)C3CCCCC3)ccc2O[C@@H](C)CCCCO[C@@H]1CN(C)Cc1ccc(C(=O)O)cc1
    -1 | nt
O=C(CCS(=O)(=O)c1ccc2ccccc2c1)Nc1ccccc1
    -10 | -1
C[C@H]1CN([C@@H](C)CO)C(=O)Cc2cc(NC(=O)NC3CCCCC3)ccc2O[C@H]1CN(C)Cc1ccc2c(c1)OCO2
    5 | -1
CC(=O)c1cccc(N(CC(=O)Nc2c(C)cccc2C)S(C)(=O)=O)c1
    1 | -2
Cc1nn(CC(O)COc2ccc3ccccc3c2)c(C)c1Br (stereo not drawn)
    -6 | 2
C[C@H](CO)N1C[C@H](C)[C@H](CN(C)C(=O)Nc2ccccc2)OCCCC[C@H](C)Oc2ccc(NC(=O)C3CCCCC3)cc2C1=O
    -2 | nt
CCn1c2ccccc2c2cc(NC(=O)CCCN3C(=O)c4ccccc4C3=O)ccc21
    9 | -2
COc1ccc(NC(=O)CSc2nc3ccc([N+](=O)[O-])cc3[nH]2)cc1
    6 | 1
C=C1C[C@@]23CC[C@@H]4[C@](C)(C(=O)O)CCC[C@@]4(C)C2=CC[C@H]1C3
    11 | -10
C[C@H]1CN([C@@H](C)CO)S(=O)(=O)c2ccc(C#Cc3ccccc3)cc2O[C@@H]1CN(C)S(=O)(=O)c1cn(C)cn1
    -17 | nt
C[C@@H]1CN([C@H](C)CO)C(=O)Cc2cc(NC(=O)Nc3ccc(F)cc3)ccc2O[C@H]1CN(C)C(=O)Nc1ccc2c(c1)OCO2
    nt | -1
CCOc1ccccc1OCC(=O)Nc1ccccc1[N+](=O)[O-]
    20 | -3
COC(=O)C(CC#Cc1ccc2c(c1)[C@]1(C(=O)N2)[C@H](C(=O)N2CCc3cc(OC)c(OC)cc3C2)[C@H]2C(=O)O[C@H](c3ccccc3)[C@H](c3ccccc3)N2[C@@H]1c1ccccc1OCCO)C(=O)OC
    nt | 11

The results go on:
Order of values – mut p53 react | STK33 kin inh
C[C@H]1CCCCO[C@H](CN(C)C(=O)C2CCCCC2)[C@@H](C)CN([C@@H](C)CO)C(=O)c2cc(N(C)C)ccc2O1
    3 | nt
C[C@@H]1CN([C@@H](C)CO)C(=O)c2cc(NS(=O)(=O)c3ccc(Cl)cc3)ccc2O[C@H]1CN(C)C(=O)NC1CCCCC1
    7 | nt
Cc1ccc(NC(=O)CN(C)S(=O)(=O)c2ccc(F)cc2)c(C)c1
    9 | 1
O=C(CSc1nnnn1-c1ccccc1)Nc1ccccc1C(=O)c1ccccc1
    -6 | -3
COc1ccc([C@@H](OC(=O)Nc2ccc(SC)cc2)[C@@H](CCO)OC)cc1O
    nt | -6
Cc1cccc(-c2nc3cc(NC(=O)COc4ccccc4)ccc3o2)c1
    33 | 6
Cc1ccc(-c2ccc(CCC(=O)O)n2-c2ccc(C(N)=O)cc2)cc1
    1 | -4
C[C@@H]1CN([C@H](C)CO)C(=O)Cc2cc(NS(=O)(=O)c3cn(C)cn3)ccc2O[C@@H]1CN(C)Cc1ccc(Oc2ccccc2)cc1
    nt | 5
C[C@@H]1CN([C@@H](C)CO)C(=O)c2cccc(NC(=O)C3CCCCC3)c2O[C@@H]1CN(C)C(=O)Nc1ccc(C(F)(F)F)cc1
    1 | nt

Single records, from the list above. Order of values: mut p53 react, STK33 kin inh
C[C@@H]1CN([C@@H](C)CO)C(=O)c2cccc(NC(=O)C3CCCCC3)c2O[C@@H]1CN(C)C(=O)Nc1ccc(C(F)(F)F)cc1 across the screens: 1, nt
C[C@@H]1CN([C@@H](C)CO)C(=O)c2cc(NS(=O)(=O)c3ccc(Cl)cc3)ccc2O[C@H]1CN(C)C(=O)NC1CCCCC1 across the screens: 7, nt
C[C@@H]1CN([C@H](C)CO)C(=O)Cc2cc(NS(=O)(=O)c3cn(C)cn3)ccc2O[C@@H]1CN(C)Cc1ccc(Oc2ccccc2)cc1 across the screens: nt, 5
Cc1cccc(-c2nc3cc(NC(=O)COc4ccccc4)ccc3o2)c1 across the screens: 33, 6
